AmpC inh no detg – inhibitors of E. coli AmpC beta-lactamase without detergent; 330,000 compounds, 0.52% hits; Potency, µM (highest dose often 57.1 µM), for the others: at the highest dose activity change, negative = inhibition, most hits filed as inhibitors; P00811; AmpC nitrocefin hydrolysis, absorbance 480 nm, 0.0001% Triton;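 note: potency is the fitted concentration of half-maximal effect; plate controls were no compound for no effect and no enzyme for full effect; nearly all actives have a fitted effect of over 20% in size; some results filed as inactive show a strong effect at the top dose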
Target sequence (P00811 whole entry, looked up): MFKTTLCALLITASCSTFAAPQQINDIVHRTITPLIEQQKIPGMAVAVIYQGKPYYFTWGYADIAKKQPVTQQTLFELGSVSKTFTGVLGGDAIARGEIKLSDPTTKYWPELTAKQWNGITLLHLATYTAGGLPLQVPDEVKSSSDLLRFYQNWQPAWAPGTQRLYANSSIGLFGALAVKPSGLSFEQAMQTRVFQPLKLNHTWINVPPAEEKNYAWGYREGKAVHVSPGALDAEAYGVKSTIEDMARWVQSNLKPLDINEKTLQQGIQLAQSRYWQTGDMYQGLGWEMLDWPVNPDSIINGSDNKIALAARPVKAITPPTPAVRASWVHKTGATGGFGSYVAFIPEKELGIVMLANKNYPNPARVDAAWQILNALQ
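AmpC (5.3 nM in the dispensed reagent) in 20 mM phosphate pH 7.0 with 0.01% (detergent screen) or 0.0001% Triton X-100 was preincubated with compounds for 15 min at room temperature. Nitrocefin was then added from an 800 uM solution, and hydrolysis was followed at 480 nm.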
Shiga inhibitor – inhibitors of Shiga toxin in Vero cells; AID 2315; 290,000 compounds, 9.2% hits; inhibition, % at 38.7 µM; Vero cells, Shiga toxin protein synthesis inhibition reporter; in the data active = inhibition mostly above about 28%, no sharp cut-off; inactive = mostly below about 43%; note: 0% is about no effect
Pf growth 96h – P. falciparum growth inhibition at 96 hour, primary screen for plastid delayed-death inhibitors | Potency, µM (highest dose often 28.7 µM), for inactives: at the top dose activity change, negative = inhibition, usual class: inhibitors | 320,000 compounds, 6.9% hits | P. falciparum luciferase reporter growth, 96 h; note: potency is the fitted concentration of half-maximal effect; % is set by controls: 0 for no effect and ±100 for the full control effect
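Readout is luminescence from an integrated firefly luciferase in P. falciparum. Red cells, 2% hematocrit and 0.05% parasitemia final, were cultured with compound through two parasite generations (96 hours) at 37 C, 5% CO2.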
CHX counter – counter-screen for Shiga toxin inhibitors: cycloheximide protein synthesis inhibition; cell reporter, cycloheximide protein synthesis inhibition counterscreen; max response, %; 300,000 compounds, 12% hits; AID 2314; in the data active = max response mostly above about 13%, no sharp cut-off; inactive = mostly below about 14%; note: read at 38.3 µM for the half of the compounds with a filed dose; 0% is about no effect
Pf growth 48h – inhibits P. falciparum growth in the first generation, 48 h. P. falciparum luciferase growth in erythrocytes, 48 h. Potency, µM (series often up to 28.7 µM), inactives show top-dose activity change, negative = inhibition, usual class: inhibitors. 310,000 compounds, 5.9% hits. AID 504832; note: potency is the fitted concentration of half-maximal effect; % is set by controls: 0 for no effect and ±100 for the full control effect
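First compound was added to culture medium, then infected red cells at 0.1% parasitemia and 2% hematocrit (final). After incubation at 37 C under 5% CO2, luciferase detection reagent was dispensed and light output recorded.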
TbPYK inhibitor – T. brucei pyruvate kinase inhibition; 410,000 compounds, 0.12% hits; TbPYK enzyme, Kinase-Glo Plus ATP luminescence, 45 min; Potency, µM (doses to about 76.8 µM), for the others: at the top dose activity, negative = inhibition, hits mostly inhibitors; note: potency is the fitted concentration of half-maximal effect; % is set by controls: 0 for no effect and ±100 for the full control effect; nearly all actives have a fitted effect of over 50% in size
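ADP (130 uM final) triggers the TbPYK reaction after compound addition; incubation is 45 min at room temperature. Kinase-Glo Plus is then added and luminescence imaged. Normalized data are fitted to concentration-effect curves.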
LmPK inhibitor – LmPK (Leishmania mexicana) enzyme inhibition | AID 1721 | 290,000 compounds, 0.37% hits | Q27686 | Potency, µM (top dose mostly 57.5 µM), for the others: at the top dose activity change, negative = inhibition, usual class: inhibitors | purified LmPK, Kinase-Glo ATP luminescence, 1 h; note: potency is the fitted concentration of half-maximal effect; % is set by controls: 0 for no effect and ±100 for the full control effect
Target sequence (Q27686 whole entry, looked up): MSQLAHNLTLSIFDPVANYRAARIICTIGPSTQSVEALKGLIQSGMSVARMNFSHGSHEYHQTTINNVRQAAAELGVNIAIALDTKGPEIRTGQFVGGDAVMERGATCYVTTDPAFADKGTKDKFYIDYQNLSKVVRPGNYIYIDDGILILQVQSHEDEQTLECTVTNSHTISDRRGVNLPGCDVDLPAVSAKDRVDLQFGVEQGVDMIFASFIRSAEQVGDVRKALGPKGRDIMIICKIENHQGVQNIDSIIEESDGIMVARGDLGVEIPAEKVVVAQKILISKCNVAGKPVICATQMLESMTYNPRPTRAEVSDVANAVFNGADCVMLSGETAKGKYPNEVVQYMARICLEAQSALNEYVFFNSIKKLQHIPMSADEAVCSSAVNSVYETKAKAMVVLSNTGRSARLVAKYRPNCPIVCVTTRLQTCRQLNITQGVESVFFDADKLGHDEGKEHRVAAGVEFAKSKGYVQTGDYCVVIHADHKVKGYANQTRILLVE
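Kinase-Glo luminescence read after 1 h RT reaction of 0.1 nM LmPK with 0.5 mM PEP and 0.1 mM ADP. Activity scaled between uninhibited and enzyme-free controls.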
Numbers without * were called inactive; u = inconclusive; x = no result given; + = active, no number; [ ] = dose if it differs, or a comment. Unless noted, calls come from the whole dose curve; as a rule, active = well fitted curve in the direction sought with a large enough effect; inconclusive = small, poorly fitted or top-dose-only effect, or another doubt; inactive = no such curve, though single readings can be large; an effect the other way counts as inactive or inconclusive.

SMILES | AmpC inh no detg | Shiga inhibitor | Pf growth 96h | CHX counter | Pf growth 48h | TbPYK inhibitor | LmPK inhibitor
COc1ccc(C2C(C(=O)c3cccs3)=C(O)C(=O)N2CCN2CCOCC2)c(OC)c1 (stereo not drawn) | -25% | -7 | 9% | 7 | 16% | 6% | 5%
O=C(CNC(=O)c1ccccc1F)OCC(=O)N1CCCCC1 | -7% | -9 | 42%[activator] | -1 | 8% | -11% | -1%
Cc1cc(/C=N/NC(=O)c2ccccc2F)c(C)n1-c1ccccc1 | -28% | 67* | -15% | 25* | 252%[activator] | -7% | -2%
CC(=O)Nc1ccc2c(c1)C(=O)N(c1ccc(C)cc1)C2=O | -7% | + | 15% | 51* | x | 4% | 26%
CN(C)c1nc(NCc2ccccc2)nc(SCC(=O)Nc2ccccc2Cl)n1 | -21% | -6 | 23% | 2 | 3% | -10% | 2%
COc1ccc(C(=O)COC(=O)CNS(=O)(=O)c2ccc(C)cc2)cc1 | -22% | -12 | -9% | -2 | 1% | -12% | -1%
CC(NC(=O)Nc1cccc([N+](=O)[O-])c1)(C(F)(F)F)C(F)(F)F | -21% | -5 | u | -2 | u | 8% | 1%
CCC(=O)NC(c1cccs1)c1ccc2cccnc2c1O (stereo not drawn) | -13% | -2 | u | -1 | 2.3µM* | -4% | 8%
Cc1cc(C)cc(N(CC(=O)N2CCCCCC2)S(C)(=O)=O)c1 | -1% | -2 | 6% | -2 | 13% | -3% | -2%
O=C(CCN1C(=O)/C(=C/c2ccc(Cl)cc2)SC1=S)NCCCn1ccnc1 | 114%[activator] | -6 | u | -11 | 3% | 12% | -16%
Cc1ccc(C2C3C(=O)N(c4ccccc4)C(=O)C3N3CCCN23)cc1 (stereo not drawn) | -2% | -9 | 206%[activator] | 28* | 81%[activator] | -2% | -1%
CCC1=NN(C(=O)Cc2ccc([N+](=O)[O-])cc2)C(O)(c2ccncc2)C1 (stereo not drawn) | -2% | 10 | 4% | 0 | 1% | 0% | 3%
Cc1cccc2c(=O)c(Br)c(C)n(Cc3ccccc3)c12 | -13% | -4 | 34%[activator] | -6 | u | -4% | 1%
CC1=C(C(=O)OC(C)C)C(c2ccc(C)o2)C(C(=O)OC(C)C)=C(C)N1 | 63%[activator] | 6 | u | 1 | 10µM* | -4% | 0%
Cn1nc(C(=O)OCC(=O)Nc2cc(Cl)ccc2C#N)c2ccccc2c1=O | -12% | x | -20% | x | 7% | 3% | x
COc1cccc(-c2cc(CC3(O)CCN(CCCc4ccccc4)CC3)on2)c1 | 36% | 13 | u | 6 | 12µM* | 4% | -3%
CC(C)CCN1C(=O)CCC1(C)C(=O)NC1CCCCCC1 (stereo not drawn) | 14% | 20 | -1% | -3 | 23% | 4% | 0%
Cc1ccc(CNC(=O)c2c(-c3ccccc3)noc2C)cc1 | -14% | -9 | 2% | -2 | 3%[0.00184 µM] | 4% | -2%
CCC(=O)OCC(=O)C1(OC(=O)CC)[C@H](C)C[C@H]2[C@H]3[C@H]([C@@H](O)C[C@@]21C)[C@@]1(C)C=CC(=O)C=C1C[C@H]3Cl (stereo partly drawn) | 202%[activator] | x | 0% | x | u | -1% | x
COc1ccc(S(=O)(=O)N(Cc2cccs2)C2CCCC2)cc1 | -27% | -8 | x | -1 | -12% | -4% | -9%
CCOC(=O)C1CCN(C(=O)c2cccc(C(=O)N3CCC(C(=O)OCC)CC3)c2)CC1 | 50% | 0 | u | -1 | -10% | 4% | 7%
COc1ccccc1C(=O)N/C(=C\c1cn(S(=O)(=O)N(C)C)c2ccccc12)C(=O)NCCCN1CCOCC1 | 184%[activator] | -18 | u | 7 | u | -5% | -3%
CCCN1CCC(N2CCN(c3cccc(C(F)(F)F)c3)CC2)CC1 | 27% | -27 | -11% | -4 | u | -1% | 3%
CC(NC(=O)c1ccccc1NS(C)(=O)=O)c1ccccc1 (stereo not drawn) | -13% | -3 | x | -2 | 6% | -8% | -4%
O=C(N/N=C/c1cccnc1)C(O)(c1ccccc1)c1ccccc1 | -19% | -14 | u | -3 | 7% | -1% | 2%
CCCNC(=O)CN1CCN(S(=O)(=O)c2ccc(Br)s2)CC1 | 0% | x | -10% | x | 6% | 2% | x
CCOCCCNC(=O)Cn1cnc2c(cnn2-c2ccc(F)cc2)c1=O | -13% | x | u | -1 | 15% | -2% | 3%
CS(=O)(=O)Nc1ccc2[nH]c(=O)[nH]c2c1 | -10% | -8 | 24% | 2 | -7% | -6% | -3%
CCOC(=O)C(C(=O)c1ccccc1)C1CC(C)NC(=S)N1 (stereo not drawn) | -17% | -1 | 13% | -1 | 12% | -14% | -3%
O=C(O)c1ccc(-c2nnn(Cc3cccc(C(F)(F)F)c3)n2)cc1 | -19% | -8 | 18% | 0 | 18% | 3% | 5%

Reprinted from the part before: five entries; new compounds follow.
SMILES | AmpC inh no detg | Shiga inhibitor | Pf growth 96h | CHX counter | Pf growth 48h | TbPYK inhibitor | LmPK inhibitor
CCCNC(=O)CN1CCN(S(=O)(=O)c2ccc(Br)s2)CC1 | 0% | x | -10% | x | 6% | 2% | x
CCOCCCNC(=O)Cn1cnc2c(cnn2-c2ccc(F)cc2)c1=O | -13% | x | u | -1 | 15% | -2% | 3%
CS(=O)(=O)Nc1ccc2[nH]c(=O)[nH]c2c1 | -10% | -8 | 24% | 2 | -7% | -6% | -3%
CCOC(=O)C(C(=O)c1ccccc1)C1CC(C)NC(=S)N1 (stereo not drawn) | -17% | -1 | 13% | -1 | 12% | -14% | -3%
O=C(O)c1ccc(-c2nnn(Cc3cccc(C(F)(F)F)c3)n2)cc1 | -19% | -8 | 18% | 0 | 18% | 3% | 5%
O=S1(=O)CCC(NC2CCCC2)C1 (stereo not drawn) | -19% | -2 | 33%[activator] | -2 | 30% | 2% | 2%
CC1=CC(C)(C)Nc2ccc(OC(=O)c3ccco3)cc21 | -30% | 38 | 9.3µM* | 17* | 12µM* | -5% | -6%
S=c1[nH]ncn1/N=C/c1ccccc1 | -3% | -9 | 6% | -2 | -2% | u | -1%
N#Cc1ccc(N2CCc3ccccc3C2)c([N+](=O)[O-])c1 | -25% | -3 | 0% | -2 | 11% | -9% | 2%
Cc1ccc(CCSCC(=O)O)cn1 | -12% | -2 | 2% | -2 | 8% | 0% | 6%
Cc1cccc(NS(=O)(=O)c2ccc(C(=O)NCC(c3ccco3)N(C)C)cc2)c1C (stereo not drawn) | 23% | -23 | 11% | -2 | 0% | 2% | -9%
O=S(=O)(c1ccccc1)N1N=C(c2ccc(O)cc2)CC1c1ccco1 (stereo not drawn) | 14µM* | 10 | u | 11 | -19% | 7% | -1%
O=C(NCc1ccco1)c1cccc2ccccc12 | -23% | 18 | 15% | 10 | 8% | -3% | 5%
CCCCC(=O)Nc1sc2c(c1C(N)=O)CCC2 | -7% | 45* | x | 32* | 80%[activator] | 1% | 2%
O=S(=O)(NCCCCCCNS(=O)(=O)c1c(F)cccc1F)c1ccc2c(c1)OCCO2 | -25% | -4 | u | -6 | u | -1% | x
CC(CC(=O)N1CCc2ccccc21)n1cccn1 (stereo not drawn) | -4% | 25 | u | 27* | 26% | 1% | 0%
CCNC(=O)CSc1nc2cc(S(=O)(=O)Nc3ccc(OC)cc3)ccc2o1 | -34% | -24 | -16% | 9 | u | 2% | -11%
CN(C)c1ccc(/C=C/C(=O)c2ccc(O)cc2)cc1[N+](=O)[O-] | -55% | 49* | -16% | 61* | 18% | 2% | 5%
CCc1ccc(C(=O)OCC(=O)N(CCOC)c2c(N)n(Cc3ccccc3)c(=O)[nH]c2=O)cc1 | 136%[activator] | x | -30% | x | u | -2% | x
CCc1cc(C(=O)N2CCCC(Nc3ccc(F)c(F)c3)C2)n(C)n1 (stereo not drawn) | -11% | -9 | u | -3 | 17% | -3% | 7%
COC(=O)N/N=C\c1ccc(OC/C=C/c2ccccc2)c(OC)c1 | -6% | -12 | u | -2 | 10% | -1% | -8%
CC(C)NC(C)C(=O)c1ccc2ccccc2c1 (stereo not drawn) | -24% | -5 | -14% | 2 | 6% | -6% | 2%
O=C(/C=C/c1ccc([N+](=O)[O-])cc1)NCCSCc1ccco1 | -26% | -2 | -49% | 10 | -8% | -5% | 3%
O=S(=O)(Nc1cc(S(=O)(=O)N2CCOCC2)ccc1NCC1CCCO1)c1ccccc1 (stereo not drawn) | -15% | x | -6% | x | -7% | -1% | x
Cc1cc(C(=O)NCc2ccc(S(N)(=O)=O)cc2)c(C)o1 | x | 22 | x | -5 | 3% | -8% | -1%
Cc1cccc(NC(=S)NCc2ccc3c(c2)cc(C)n3C)c1C | 31% | -10 | u | -2 | u | 5% | 1%
Cc1cc(NC(=S)Nc2ccccc2)ccc1Br | -46% | -4 | u | 3 | 23% | 3% | 3%
COc1ccc(CCc2nnc(N)s2)cc1OC | -12% | -5 | 95%[activator] | 4 | u | -5% | 0%
CCOC(=O)/C(C#N)=C1\C(=O)N(Cc2ccccc2)c2ccccc21 | -11% | 8 | -14% | 1 | u | -19% | -2%
COc1ccc(-c2nc3nc(N)nn3cc2C)cc1F | -17% | -2 | u | 1 | 40%[activator] | 1% | -4%
COc1cc(/C=C2/C(C)=C(C#N)c3nc(N)c(C#N)c(C)c32)ccc1OCC(=O)O | -37% | -14 | -18% | -5 | -12% | -6% | -3%
Cc1nc(SCC(=O)c2ccc(F)c(F)c2)[nH]c(=O)c1Oc1ccc(Cl)cc1 | -19% | -9 | u | -2 | u | -5% | 6%
O=C(Nc1ccc(OCc2ccccc2)cc1)c1ccccc1 | 4% | 26 | 0% | 14* | 20% | -3% | -16%
O=C(COC(=O)C1CCCCC1)Nc1cccc(Br)c1 | -29% | x | u | x | -15% | 0% | x
COc1ccc(CC(=O)Nc2cc(NC(=O)Cc3ccc(OC)c(OC)c3)cc(C(=O)O)c2)cc1OC | 21% | -10 | 8% | -2 | -26% | 6% | -1%
N#CCSc1nnc(-c2ccccc2O)n1Cc1ccccc1 | -9% | -11 | -26% | -3 | x | -2% | 10%
O=C(NNC(=S)Nc1ccc(Cl)cc1Cl)c1ccc(N2CCOCC2)c([N+](=O)[O-])c1 | -37% | -11 | u | 1 | 22% | 6% | -1%
Cc1cccc(OCCCC(=O)Nc2ccc(N3CCCCC3)cc2)c1 | -16% | 4 | 16% | 21 | 3% | -2% | 2%
Cc1ccc(NC(=O)COC(=O)CCNS(=O)(=O)c2ccc(C)c(C)c2)cc1 | -20% | -5 | 50%[activator] | -2 | 27% | -4% | -1%
C[C@]12CCC(=O)C=C1CC[C@@H]1[C@@H]2[C@@H](O)C[C@@]2(C)[C@H]1CC[C@]2(O)C(=O)COP(=O)(O)O | x | x | 7.6µM* | x | 5% | -5% | x
CCC(C)(C)NC(=O)C(c1ccc(F)cc1)N(Cc1ccccc1)C(=O)c1cnccn1 (stereo not drawn) | 141%[activator] | 14 | 0% | -1 | u | -3% | 6%
